# Screens from PubChem BioAssay.
# Pf Dd2 inh = inhibitors of Plasmodium falciparum Dd2 growth. P. falciparum Dd2 growth, SYBR Green, 72 h; active compounds read low. activity change, % at 10 µM. actives 2.3% (n = 94,000); in the data active = activity change below about -80%; inconclusive = no clear call, values can overlap the other calls
# C diff growth = C. difficile growth inhibition. Clostridium difficile clinical isolate growth, OD600, 24 h; active compounds read low. growth activity, negative = inhibition, % at 16 µg/mL (by protocol). actives 0.25% (n = 86,000). AID 1259249;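 active = mean growth activity at or below -80% and every replicate also at or below -80%; inconclusive = mean at or below -80% but some replicate above -80%; inactive = mean growth activity above -80%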;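 note: 0% = DMSO wells and -100% = levofloxacin 16 µg/mL wells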
# Tcruzi prolif = blocks T. cruzi growth in NIH3T3 culture | T. cruzi beta-gal in NIH3T3, GalScreen luminescence, 90 h | inhibition, % at 8.34 µM | actives 5.9% (n = 77,000);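 active = mean inhibition above about 93%, with at least 55% of replicates each passing it, limit read from the data, passing the limit was not always enough; inconclusive = only one of those two conditions holds; inactive = neither condition holds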
# KDM4C inh = inhibitors of human demethylase GASC-1 KDM4C; inhibition, % at 12.5 µM; Q9H3R0; GST-KDM4C 2-372, H3K9me3 peptide, LANCE TR-FRET; AID 720574; actives 0.15% (n = 96,000);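 active = mean replicate inhibition above about 25%, with at least 55% of replicates also reaching it, limit read from the data, passing the limit was not always enough; inconclusive = only one of those two conditions met; inactive = neither condition met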
# Target sequence (Q9H3R0 2-372 limits assumed): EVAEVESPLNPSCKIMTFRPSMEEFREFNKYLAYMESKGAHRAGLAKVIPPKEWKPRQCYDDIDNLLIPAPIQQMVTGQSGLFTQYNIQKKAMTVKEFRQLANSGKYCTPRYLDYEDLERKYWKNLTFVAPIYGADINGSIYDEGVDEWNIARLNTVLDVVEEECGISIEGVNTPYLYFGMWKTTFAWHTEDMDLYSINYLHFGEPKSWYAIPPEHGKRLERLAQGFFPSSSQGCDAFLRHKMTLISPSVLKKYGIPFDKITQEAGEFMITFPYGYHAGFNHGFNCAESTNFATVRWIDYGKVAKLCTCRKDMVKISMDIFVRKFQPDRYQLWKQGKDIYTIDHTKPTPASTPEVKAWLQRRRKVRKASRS
#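 Test system: N-terminal GST-fused human GASC-1 (KDM4C) fragment, residues 2-372; quantity: GASC-1 enzyme at 10 nM final in reaction; dosing: single dose; schedule: 30 min demethylation and 1 h detection at room temperature; signal: LANCE TR-FRET, excitation 340 nm, emissions 618 and 671 nm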
# Starred values were filed as active, the others as inactive; ? = inconclusive; / = no result given; & = joins results of further samples. Rows were taken by chance. About 7.2% of those tested had a hit in this group.
Compound	Pf Dd2 inh	C diff growth	Tcruzi prolif	KDM4C inh
O=C(N[C@@H]1CC[C@H](CC(=O)N2CCN(c3ccccc3)CC2)O[C@H]1CO)c1ccncc1	20	-2	-1	-0.1
COc1cccc(-c2cnc3c(c2)C(=O)N([C@@H](C)CO)C[C@@H](C)[C@@H](CN(C)Cc2ccncc2)O3)c1	38	3	32	0.2
C[C@H]1CN([C@@H](C)CO)C(=O)c2cccc(NC(=O)Nc3cccc4ccccc34)c2O[C@H]1CN(C)C(=O)Nc1cccc2ccccc12	-5	-13	65	0.3
CN(C)CCCNC(=O)C[C@H]1CC[C@@H]2[C@@H](COc3ccc(NC(=O)c4cccc(F)c4)cc3C(=O)N2C)O1	-3	10	19	0.4
CC(C)COC(=O)N(C)C[C@@H]1OCc2cn(nn2)CCCC(=O)N([C@@H](C)CO)C[C@H]1C	13&-9	-4	-54&-8	-0.6
C[C@@H]1CN([C@@H](C)CO)C(=O)c2cccc(NC(=O)Nc3ccc4c(c3)OCO4)c2O[C@H]1CN(C)C(=O)NC1CCCCC1	-18	-5	-87	-1.2
C[C@@H]1CN([C@@H](C)CO)C(=O)c2cc(NC(=O)Cc3ccccc3)ccc2O[C@H]1CN(C)CC1CC1	6	-1	/	-1.0
CNC[C@H]1Oc2ccc(NC(=O)C3CC3)cc2C(=O)N([C@H](C)CO)C[C@@H]1C	34	-1	-55	-2.9
C[C@@H]1CN([C@@H](C)CO)C(=O)c2cc(NC(=O)c3ccncc3)ccc2O[C@@H](C)CCCCO[C@@H]1CN(C)Cc1ccccc1	-10	-4	36	-0.1
O=C(C[C@@H]1CC[C@@H](NC(=O)CN2CCOCC2)[C@H](CO)O1)NCc1cccc(F)c1	18	/	12	-0.9
COc1ccc(S(=O)(=O)Nc2cccc3c2O[C@H](CN(C)S(=O)(=O)c2ccc(C)cc2)[C@H](C)CN([C@H](C)CO)C3=O)cc1	11	-24	7	-1.5
N#C[C@@H]1[C@H](c2ccc(C#CCC3CCCC3)cc2)[C@H](CO)N1C(=O)c1ccccn1	?	-3	94	-0.2
COc1ccc(S(=O)(=O)N(C)C[C@@H]2Oc3ccc(NS(=O)(=O)c4cn(C)cn4)cc3CC(=O)N([C@@H](C)CO)C[C@H]2C)cc1	19	-4	-39	-0.9
C/C=C/c1ccc([C@H]2[C@H](CO)N(C(C)=O)[C@H]2CNC(=O)c2ccccc2)cc1	4	18	26	2.2
C[C@@H]1CCCCO[C@H](CN(C)Cc2ccc(Cl)c(Cl)c2)[C@@H](C)CN([C@@H](C)CO)C(=O)c2cc(NS(=O)(=O)c3ccccc3)ccc2O1	-38	-24	94	/

# 8 structures from above, arranged by heavy-atom count, ascending.
Compound	Pf Dd2 inh	C diff growth	Tcruzi prolif	KDM4C inh
C/C=C/c1ccc([C@H]2[C@H](CO)N(C(C)=O)[C@H]2CNC(=O)c2ccccc2)cc1	4	18	26	2.2
O=C(N[C@@H]1CC[C@H](CC(=O)N2CCN(c3ccccc3)CC2)O[C@H]1CO)c1ccncc1	20	-2	-1	-0.1
C[C@@H]1CN([C@@H](C)CO)C(=O)c2cc(NC(=O)Cc3ccccc3)ccc2O[C@H]1CN(C)CC1CC1	6	-1	/	-1.0
COc1cccc(-c2cnc3c(c2)C(=O)N([C@@H](C)CO)C[C@@H](C)[C@@H](CN(C)Cc2ccncc2)O3)c1	38	3	32	0.2
CN(C)CCCNC(=O)C[C@H]1CC[C@@H]2[C@@H](COc3ccc(NC(=O)c4cccc(F)c4)cc3C(=O)N2C)O1	-3	10	19	0.4
COc1ccc(S(=O)(=O)N(C)C[C@@H]2Oc3ccc(NS(=O)(=O)c4cn(C)cn4)cc3CC(=O)N([C@@H](C)CO)C[C@H]2C)cc1	19	-4	-39	-0.9
C[C@@H]1CN([C@@H](C)CO)C(=O)c2cc(NC(=O)c3ccncc3)ccc2O[C@@H](C)CCCCO[C@@H]1CN(C)Cc1ccccc1	-10	-4	36	-0.1
C[C@@H]1CCCCO[C@H](CN(C)Cc2ccc(Cl)c(Cl)c2)[C@@H](C)CN([C@@H](C)CO)C(=O)c2cc(NS(=O)(=O)c3ccccc3)ccc2O1	-38	-24	94	/

# Following part:
Compound	Pf Dd2 inh	C diff growth	Tcruzi prolif	KDM4C inh
C[C@@H]1CN([C@@H](C)CO)C(=O)c2cc(NC(=O)Cc3cn(C)c4ccccc34)ccc2O[C@H]1CN(C)C(=O)NC1CCCCC1	-3	-6	22	-1.5
COc1ccc(CNC(=O)c2cc3c(c(-c4cccc(-c5cccc(C#N)c5)c4)n2)[C@H](CCO)N([S@@](=O)C(C)(C)C)C3)cc1	-80	/	90	-10
C[C@@H]1CN([C@H](C)CO)C(=O)c2cc(NC(=O)CCCN(C)C)ccc2O[C@@H](C)CCCCO[C@H]1CN(C)C(=O)Nc1ccccc1	21	-2	24	1.6
COc1cccc(C(=O)Nc2ccc3c(c2)C(=O)N(C)[C@H]2CC[C@H](CC(=O)NCc4ccc(F)cc4)O[C@H]2CO3)c1	-5	-5	18	1.1
C[C@H](CO)N1C[C@H](C)[C@H](CN(C)Cc2ccc(C(=O)O)cc2)Oc2ccc(NC(=O)Cc3cn(C)c4ccccc34)cc2CC1=O	4	-2	-39	0.3
Cc1ccc(S(=O)(=O)N[C@@H]2C=C[C@H](CC(=O)NCCN3CCCCC3)O[C@H]2CO)cc1	15	/	26	0.8
COc1ccc(C[C@H]2CCc3cnnn3COC[C@@H](C(C)C)NC2=O)cc1	/	-5	/	-0.9
COCC#Cc1ccc2c(c1)O[C@H](CN(C)CC1CC1)[C@H](C)CN([C@@H](C)CO)S2(=O)=O	-35	-2	/	-0.9
C[C@H](CO)N1C[C@H](C)[C@H](CN(C)Cc2ccc(Oc3ccccc3)cc2)Oc2ccc(NC(=O)CCCCCC(=O)Nc3ccccc3N)cc2CC1=O	-84*	2	27	0.0
CCC(=O)N[C@H]1CC[C@@H](CCNC(=O)Nc2ccc(C(F)(F)F)cc2)O[C@@H]1CO	-31	/	64	-0.2
CC(=O)N1[C@H](CO)[C@H]2c3ccccc3N(C(=O)c3ccc(F)cc3)C[C@H]21	-4	0	15	-0.4
COCC(=O)N(C)C[C@H]1Oc2cc(Br)ccc2S(=O)(=O)N([C@@H](C)CO)C[C@@H]1C	19	2	-66	0.5
C[C@@H](NC(=O)C[C@H]1CC[C@@H](NC(=O)C2CCC2)[C@H](CO)O1)c1ccccc1	16	/	14	-1.3
COc1ccc(S(=O)(=O)N(C)C[C@@H]2OCCCC[C@@H](C)Oc3ccc(NC(=O)NC4CCCCC4)cc3C(=O)N([C@@H](C)CO)C[C@@H]2C)cc1	?	9	86	0.3
Cc1noc(C)c1NC(=O)Nc1cccc2c1O[C@@H](CN(C)C(=O)Nc1ccc(C(F)(F)F)cc1)[C@@H](C)CN([C@H](C)CO)C2=O	-29	-4	-7	-0.6

# (continued)
# Assay codes: A = Pf Dd2 inh; B = C diff growth; C = Tcruzi prolif; D = KDM4C inh
CCCNC(=O)N1[C@H](CO)[C@H](c2ccc(C3=CCCCC3)cc2)[C@@H]1C#N
  A: 0	B: 0	C: 56	D: 1.8
O=C(NC1CCCCC1)N[C@H]1CC[C@@H](CCNS(=O)(=O)c2ccc(Cl)cc2)O[C@@H]1CO
  A: -23	B: -10	C: -1	D: -1.2
O=C1CN(Cc2ccccc2)C[C@H]2[C@@H](c3ccc(-c4ccccc4F)cc3)[C@@H](CO)N12
  A: 7	B: 1	C: /	D: 0.9
C[C@@H]1CN([C@@H](C)CO)C(=O)c2cc(NS(=O)(=O)c3ccc(F)cc3)ccc2O[C@@H](C)CCCCO[C@@H]1CN(C)C(=O)Cc1ccccc1
  A: -69	B: -4	C: 50	D: 0.4
CO[C@H]1CN(C)C(=O)c2ccc(NC(=O)C3CC3)cc2OC[C@@H](C)N(C(=O)c2ccccn2)C[C@H]1C
  A: 19	B: /	C: 102*	D: -1.8
C[C@@H]1CCCCO[C@H](CN(C)S(=O)(=O)c2ccc(F)cc2)[C@@H](C)CN([C@H](C)CO)C(=O)c2cc(NS(=O)(=O)c3cn(C)cn3)ccc2O1
  A: -32	B: 4	C: -18	D: 0.4
C[C@@H]1CN([C@@H](C)CO)C(=O)c2cc(C#CCc3ccccc3)cnc2O[C@@H]1CN(C)C(=O)C1CCC1
  A: -50	B: 1	C: 23	D: 2.8
O=C(N[C@@H]1CC[C@H](CCn2cc(C3CCCC3)nn2)O[C@H]1CO)c1cccnc1
  A: -28	B: 1	C: /	D: 0.0
O=C(CC1CC1)N1CC[C@@H]2[C@H](CO)Nc3ccc(-c4ccc(F)cc4)cc3[C@@H]21
  A: -3	B: 1	C: 90	D: -0.8
C[C@H]1CCCCO[C@H](CN(C)C(=O)Nc2cccc3ccccc23)[C@@H](C)CN([C@@H](C)CO)C(=O)c2cc(NC(=O)c3ccncc3)ccc2O1
  A: -76	B: 4	C: 89	D: -0.7
CO[C@@H](CN(C)C(=O)c1cnccn1)[C@@H](C)CN([C@H](C)CO)S(=O)(=O)c1ccccc1
  A: 25	B: /	C: -24	D: 2.0
COc1ccc(NC(=O)Nc2ccc3c(c2)CC(=O)N([C@@H](C)CO)C[C@@H](C)[C@H](CN(C)S(C)(=O)=O)O3)cc1
  A: 6	B: -2	C: /	D: 1.1
C[C@H](NC(=O)C[C@H]1CC[C@@H](NS(=O)(=O)c2cccc(F)c2)[C@H](CO)O1)c1ccccc1
  A: 9	B: -2	C: -24	D: 0.1
COc1ccccc1-c1ccccc1[C@H]1[C@@H](C#N)N(C(=O)C2CCC2)[C@@H]1CO
  A: 15	B: -5	C: /	D: -1.0
C[C@@H]1CN([C@H](C)CO)S(=O)(=O)c2ccc(C#CC3CCCC3)cc2O[C@@H]1CN(C)C(=O)Nc1cc(F)ccc1F
  A: -33	B: 15	C: /	D: -0.1
C[C@H](CO)N1C[C@H](C)[C@@H](CN(C)S(C)(=O)=O)Oc2c(NC(=O)C3CCOCC3)cccc2C1=O
  A: 35	B: -8	C: 1	D: -1.9
COc1ccc(NC(=O)N(C)C[C@@H]2OCCCC[C@H](C)Oc3ccc(NC(=O)c4ccccc4)cc3C(=O)N([C@H](C)CO)C[C@@H]2C)cc1
  A: ?	B: 1	C: 42	D: 3.1
C[C@H]1CN([C@@H](C)CO)S(=O)(=O)c2ccc(-c3cncnc3)cc2O[C@H]1CN(C)C(=O)NC1CCCC1
  A: 32&8	B: 4&0	C: -43&-31	D: 1.1
O=S(=O)(N[C@H]1CC[C@H](CCn2cc(C3CC3)nn2)O[C@H]1CO)c1ccc(Cl)cc1
  A: -2	B: -2	C: 15	D: -1.3
C[C@@H]1CN([C@@H](C)CO)C(=O)c2cc(NS(=O)(=O)c3cn(C)cn3)ccc2O[C@@H](C)CCCCO[C@@H]1CN(C)C
  A: 57	B: 11	C: 22	D: 0.7
C[C@H]1CN([C@@H](C)CO)C(=O)Cc2cc(NC(=O)Cc3ccccc3)ccc2O[C@@H]1CN(C)Cc1ccc(C(=O)Nc2ccccc2N)cc1
  A: -88*	B: 12	C: /	D: -1.1
N#Cc1cccc(-c2ccc3c(c2)[C@@H]2[C@@H](CCN2C(=O)c2ccccc2F)[C@H](CO)N3)c1
  A: 1	B: 0	C: 25	D: 0.5
O=C(C[C@H]1CC[C@@H]2[C@H](COC[C@@H](O)CN2Cc2ccc(Oc3ccccc3)cc2)O1)N1CCN(c2ccccc2)CC1
  A: -41	B: 23&7	C: 130*	D: 1.2
COc1ccc(NC(=O)N(C)C[C@H]2Oc3c(NC(=O)NC4CCCCC4)cccc3C(=O)N([C@H](C)CO)C[C@H]2C)cc1
  A: -19	B: -5	C: 50	D: -2.3
C[C@@H]1CN([C@H](C)CO)C(=O)c2cc(NS(=O)(=O)c3ccccc3)ccc2O[C@H]1CN(C)Cc1ccc(C(=O)O)cc1
  A: 18	B: 0	C: -112	D: 0.6
C[C@@H]1CN([C@@H](C)CO)C(=O)Cc2cc(NC(=O)Nc3cccc4ccccc34)ccc2O[C@@H]1CN(C)S(=O)(=O)c1ccccc1
  A: -3	B: 1	C: 82	D: 0.3
COc1ccccc1NC(=O)N1CCCCN2[C@H](C1)[C@@H](c1ccc(-c3cccc(C#N)c3)cc1)[C@@H]2CO
  A: -27	B: 6	C: 43	D: -0.2
C/C=C/c1ccc([C@H]2[C@@H](C#N)N(S(=O)(=O)c3cccc(F)c3)[C@H]2CO)cc1
  A: -42	B: 5	C: 95	D: 0.1
COc1cccc(S(=O)(=O)Nc2ccc3c(c2)C(=O)N(C)C[C@H](OC)[C@H](C)CN[C@@H](C)CO3)c1
  A: 29	B: /	C: -56	D: -0.7
O=C(O)C[C@H]1CC[C@@H](NC(=O)Nc2ccccc2)[C@@H](CO)O1
  A: 8	B: /	C: 22	D: -0.1
C/C=C/c1cnc2c(c1)C(=O)N([C@H](C)CO)C[C@H](C)[C@@H](CN(C)C(=O)c1cccc(F)c1)O2
  A: 4	B: /	C: /	D: -0.4
CO[C@@H]1CN(C)C(=O)c2ccc(NS(C)(=O)=O)cc2OC[C@H](C)N(C(=O)C2CCCC2)C[C@H]1C
  A: -63	B: -10	C: /	D: 0.3
CCS(=O)(=O)N1CCC2(CC1)CN(Cc1ccccc1OC)[C@@H](CO)c1c2c2ccc(OC)cc2n1C
  A: -63	B: 1	C: /	D: -0.5
